RAD54 inh – inhibitors of human RAD54 branch migration. inhibition, % at 10.4 µM. Q92698. AID 602329. 0.14% of 360,000 active. RAD54 Holliday junction branch migration, FAM/BHQ fluorescence;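 active means mean normalized replicate activity at least 40 and at least half of replicates scoring 40 or more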;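 further: 0% = median of neutral control wells and 100% = median of positive control wells; inhibitors cause a drop in the FAM fluorescence signal; in these data hits start at about 50%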
Target sequence (Q92698 whole entry, looked up): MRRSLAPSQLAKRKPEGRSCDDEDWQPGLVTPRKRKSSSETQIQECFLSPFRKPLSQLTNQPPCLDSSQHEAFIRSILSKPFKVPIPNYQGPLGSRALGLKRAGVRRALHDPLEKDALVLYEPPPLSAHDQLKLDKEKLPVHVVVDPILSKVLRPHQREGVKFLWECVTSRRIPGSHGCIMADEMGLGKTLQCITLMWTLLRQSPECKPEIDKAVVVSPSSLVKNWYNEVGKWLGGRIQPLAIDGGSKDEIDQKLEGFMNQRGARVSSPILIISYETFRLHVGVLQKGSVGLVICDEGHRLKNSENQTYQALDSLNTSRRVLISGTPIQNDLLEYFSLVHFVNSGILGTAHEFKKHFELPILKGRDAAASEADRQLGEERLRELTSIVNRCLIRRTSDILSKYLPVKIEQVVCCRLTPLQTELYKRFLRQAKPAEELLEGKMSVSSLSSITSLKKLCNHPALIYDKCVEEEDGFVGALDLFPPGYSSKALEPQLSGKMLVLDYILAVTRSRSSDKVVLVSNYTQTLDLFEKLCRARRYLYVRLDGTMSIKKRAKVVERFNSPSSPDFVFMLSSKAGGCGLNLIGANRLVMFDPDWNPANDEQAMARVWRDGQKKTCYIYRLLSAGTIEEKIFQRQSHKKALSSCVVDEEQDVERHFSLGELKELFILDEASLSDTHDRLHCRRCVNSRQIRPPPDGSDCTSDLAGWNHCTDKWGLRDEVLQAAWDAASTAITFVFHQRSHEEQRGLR
CASP6 VEID inh – inhibitors of human caspase-6; AID 686996; P55212; inhibition, % at 12.5 µM; 0.53% of 350,000 active; purified caspase-6, Z-VEID-R110 cleavage fluorescence;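 active means mean inhibition across replicates at least about 35%, with every replicate also reaching that limit, limit read from the data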;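 further: 0% = median of neutral control wells and 100% = no fluorescence left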
Target sequence (P55212 24-179 limits assumed): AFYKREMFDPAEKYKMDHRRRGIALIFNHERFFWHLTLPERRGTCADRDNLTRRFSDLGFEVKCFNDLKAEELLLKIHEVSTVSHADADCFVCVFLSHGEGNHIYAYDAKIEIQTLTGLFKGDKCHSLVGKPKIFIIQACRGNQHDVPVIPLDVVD
Target sequence (P55212 194-293 limits assumed): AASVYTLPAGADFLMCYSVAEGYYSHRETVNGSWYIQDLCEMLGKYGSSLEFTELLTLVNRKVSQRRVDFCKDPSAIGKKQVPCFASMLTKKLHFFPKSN
ERp5 block – ERp5 (human) disulfide isomerase inhibition; ERp5 insulin aggregation, absorbance 650 nm, 90 min; inhibition, % at 9.99 µM; 0.05% of 350,000 active; Q15084;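 active means mean replicate inhibition above about 25%, with every replicate also reaching it, limit read from the data, passing the limit was not always enough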
E-selectin induc – induces E-selectin expression in human endothelial cells; P16581; HUVEC E-selectin immunofluorescence imaging; normalized: neutral wells 0, TNF-alpha wells 100; 0.37% of 260,000 active; AID 686992; activation, % at 7.58 µM;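 active means mean E-selectin-positive cell signal at least 10% of the positive control, reached in at least 60% of replicates, without over 20% cell loss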;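 further: in these data hits start at about 27%; measured in HUVEC primary endothelial cells; signal is the percent of cells scored E-selectin positive by PE staining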
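System: HUVEC, human umbilical vein endothelial cells; quantity: 3,000 cells/well; buffer or medium: EGM-2 medium, gelatin-coated wells; dosing: single-point compound dose; detection: immunofluorescence imaging; evaluation: % PE-positive cells; benchmarks: TNF-alpha, DMSO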
esBAF inh – inhibitors of esBAF chromatin remodeling in mouse ES cells | Bmi1-luciferase knock-in reporter, 24 h; 100% = twice the neutral-well signal | reporter increase, % at 12.5 µM | 2% of 350,000 active | AID 602393; in the data active means activation above about 40%;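 further: 0% = median of the plate's neutral control wells and 100% = double that signal; a rise in the Bmi1 reporter signal indicates esBAF inhibition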
PglD inh – inhibitors of Campylobacter jejuni PglD acetyltransferase; purified PglD enzyme, DTNB colorimetric CoA detection; inhibition, % at 12.5 µM; 0.098% of 360,000 active; in the data active means inhibition above about 16%, passing the limit was not always enough; further: strong numbers were not always called active
RAD52 inh – blocks human RAD52 DNA annealing | recombinant RAD52 DNA annealing, FRET fluorescence | inhibition, % at 18.7 µM | 0.46% of 360,000 active;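 active means every replicate showing at least 50% inhibition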
ARNT TACC3 PPI – ARNT/TACC3 interaction disruption. inhibition, % at 9.99 µM. AlphaScreen His-ARNT PAS-B/GST-TACC3 binding, luminescence; TACC3 fragment carries E629A point mutation. 0.66% of 390,000 active. AID 623870;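 active means mean inhibition of replicates at least 50% and at least half of replicates each reaching 50%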;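 further: 0% = complete ARNT plus TACC3 wells and 100% = ARNT alone without TACC3; many hits fall short of the cut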
An asterisk follows results filed as active; · = not tested or not shown.

SMILES	RAD54 inh	CASP6 VEID inh	ERp5 block	E-selectin induc	esBAF inh	PglD inh	RAD52 inh	ARNT TACC3 PPI
O=C(NCCc1nnc2ccc(NCC3CCCO3)nn12)c1ccccc1 (stereo unspecified)	-11	-3	6	-0.1	-5	-3	-20	-3
COc1ccc(NC(=O)CNc2cccc(S(=O)(=O)N3CCCCCC3)c2)c([N+](=O)[O-])c1	-1	0	-17	-0.2	-6	-2	-8	3
COc1ccc2c(c1)[nH]c(=O)c1sc3ccccc3c12	-3	·	·	·	-2	0	·	-17
Cc1cc2nn(-c3ccccc3)nc2cc1NC(=O)c1cccs1	·	-3	3	·	·	·	-10	-5
CCN(CC)S(=O)(=O)c1cccc(C(=O)N[C@H](C(=O)Nc2nc3ccc(F)cc3s2)C(C)C)c1	·	-3	4	·	·	·	-29	0
CCOC(=O)CSc1[nH]c2cc(OC)ccc2c1[N+](=O)[O-]	·	8	0	-1.1	·	·	-1	-10
CC(=O)C1=NOC(CNc2ncc(C(F)(F)F)cc2Cl)C1 (stereo unspecified)	·	-2	-5	·	24	·	-19	-7
COc1ccc(CN2CCC(C)(Oc3cccc(F)c3)C2)c2ccccc12 (stereo unspecified)	7	-1	-3	0.1	-3	-4	-8	·
O=C(N[C@@H]1C/C=C\C[C@H](CC(=O)N(CCO)Cc2ccccc2)C(=O)N[C@@H](Cc2c[nH]c3ccccc23)COC1=O)OCC1c2ccccc2-c2ccccc21	9	-2	-1	-0.5	-20	1	-3	-3
CC(=O)Nc1cccc(NC(=O)CS(=O)(=O)c2cn(CC(=O)N(C(C)C)C(C)C)c3ccccc23)c1	-2	2	4	-0.1	·	5	-15	2
CC(=O)c1ccccc1NC(=O)COC(=O)CCC1CCCC1	-5	2	-10	·	4	3	-50	·
CCOc1ccc(C(=O)Nc2cc(S(=O)(=O)Nc3ccccc3Cl)ccc2N2CCOCC2)cc1	·	0	-2	·	·	·	-8	-5
CC1CN(C(=O)CCC(=O)NCCCN2CCN(Cc3ccccc3)CC2)c2cc(Cl)ccc2O1 (stereo unspecified)	8	-30	-2	·	-12	-1	11	14
COc1ccccc1-c1csc(C(O)c2ccc(F)c(F)c2)n1 (stereo unspecified)	-1	4	2	-0.2	5	2	8	·
O=S(=O)(c1ccc(Br)cc1)N1CCC(c2nc3ccccc3[nH]2)CC1	-5	2	3	0.1	-4	3	-9	-6

The closing 3 compounds of the part before come first, to join the parts.
SMILES	RAD54 inh	CASP6 VEID inh	ERp5 block	E-selectin induc	esBAF inh	PglD inh	RAD52 inh	ARNT TACC3 PPI
CC1CN(C(=O)CCC(=O)NCCCN2CCN(Cc3ccccc3)CC2)c2cc(Cl)ccc2O1 (stereo unspecified)	8	-30	-2	·	-12	-1	11	14
COc1ccccc1-c1csc(C(O)c2ccc(F)c(F)c2)n1 (stereo unspecified)	-1	4	2	-0.2	5	2	8	·
O=S(=O)(c1ccc(Br)cc1)N1CCC(c2nc3ccccc3[nH]2)CC1	-5	2	3	0.1	-4	3	-9	-6
CCN1CCN(C(=O)CCNC(=O)Cn2cnc3ccccc3c2=O)CC1	1	1	-4	2.0	4	4	-3	1
Cc1cccc(C(=O)OCC(=O)NCc2ccco2)c1	6	3	-14	-0.3	0	-1	-13	2
Cc1cc(C(F)F)n2nc(C(=O)Nc3sc4c(c3C#N)CCC(C)C4)nc2n1 (stereo unspecified)	-7	·	·	-0.4	1	1	·	-6
COc1ccc(C(C)=O)cc1Cn1c(C)c(C(=O)NCCC#N)sc1=O	-1	0	-1	·	1	-1	-10	·
C=CCN1C(=O)c2ccc(C(=O)N(CCOC)c3c(N)n(CCCC)c(=O)[nH]c3=O)cc2C1=O	9	0	4	0.4	·	-3	-12	2
CC1=C(C(=O)N(C(C)C)C(C)C)CC(CC(=O)NCC2CCCCC2)C(=O)N1Cc1ccc(C(C)(C)C)cc1 (stereo unspecified)	·	0	-5	-0.1	·	·	-33	·
CN(C)S(=O)(=O)c1cccc(NC(=O)CN2C(=O)NC(Cc3ccccc3)C2=O)c1 (stereo unspecified)	1	1	-13	0.1	-7	4	-16	-1
C[C@@H]1CCCCO[C@@H](CN(C)Cc2ccccc2)[C@@H](C)CN([C@H](C)CO)C(=O)c2cc(NS(=O)(=O)c3cccs3)ccc2O1	0	0	4	·	-2	-176	6	2
Cc1cn([C@H]2C[C@H](O)[C@@H](CNC(=O)[C@H]3CCC(=O)N3)O2)c(=O)[nH]c1=O	2	-7	7	·	-1	-6	-6	·
Cc1cc(C(=O)Nc2cccc3c2O[C@@H](CN(C)Cc2ccc(Cl)c(Cl)c2)[C@H](C)CN([C@@H](C)CO)C3=O)n(C)n1	-8	0	-2	-0.1	3	1	-2	-6
CCOc1ccccc1NC(=O)/C=C/c1ccc(S(=O)(=O)N2CCOCC2)cc1	10	2	4	-0.2	1	-9	-17	·
CCCN(CC1CC1)C(=O)CSc1ncnc2sc(C)c(C)c12	0	·	·	·	9	3	·	-8
O=S1(=O)CC(N2CCC(Cc3ccccc3)CC2)CN1CCc1ccccc1 (stereo unspecified)	7	-1	-3	2.8	3	-6	-22	·
CC(C)NC(=O)N(C)C[C@H]1Oc2c(NC(=O)Nc3ccc(C(F)(F)F)cc3)cccc2C(=O)N([C@H](C)CO)C[C@H]1C	-7	1	3	·	-3	3	10	-3
CC(C)(C)c1ccc(C2=CC(c3ccccc3)n3ncnc3N2)cc1 (stereo unspecified)	-2	·	·	·	35	1	·	0
Cn1cnnc1SCC(=O)c1ccc2c(c1)OCO2	-1	·	·	·	6	6	·	0
CCCCN(C)c1c(C)nc2ccc(C(=O)N(C)CCN(C)C)cn12	3	-21	3	2.0	-2	-1	2	·
CCOC(=O)C1CCN(C(=O)c2ccccc2NC(=O)c2ccc(Cl)cc2)CC1	0	0	3	0.0	-4	5	-10	-2
CC1CCCCN1C(=O)Cn1nnc(-c2cccnc2)n1 (stereo unspecified)	-9	·	·	·	10	0	·	-2
Cc1ccc(C)c(NC(=O)CCc2c(C)nn(-c3ccc(N4CCCCC4)nn3)c2C)c1	12	5	8	·	4	4	-3	-2
Cc1noc(C)c1S(=O)(=O)Nc1ccc2c(c1)CC(=O)N([C@H](C)CO)C[C@H](C)[C@@H](CN(C)S(=O)(=O)c1ccccc1)O2	-9	-1	3	-0.1	5	-2	-3	0
C[C@H]1CN([C@@H](C)CO)C(=O)c2cc(Br)cnc2O[C@H]1CN(C)CC1CCCC1	8	1	-8	0.6	·	2	-1	9
Cc1onc(-c2ccccc2Cl)c1C(=O)Nc1ccc(S(=O)(=O)NCC2CCCO2)cc1 (stereo unspecified)	8	4	0	·	-4	5	9	37
Nn1cnc2scc(-c3ccco3)c2c1=O	7	-1	-2	·	-6	0	-4	1
CCCC(=O)Nc1cccc(NC(=O)c2ccccc2Br)c1	1	·	·	·	-7	3	·	0
O=C(CC(O)(c1ccccc1)c1ccccc1)Nc1ccccn1	·	-3	-7	0.2	·	·	4	22
c1cc(-c2nsc(-c3ccncc3)n2)ccn1	3	-1	3	0.2	7	5	-8	-3
O=C(CCC(=O)OCC(=O)c1cccc([N+](=O)[O-])c1)Nc1ccccc1Cl	-5	·	·	11	8	-3	·	-4
C[C@@H]1CN([C@@H](C)CO)C(=O)c2cccc(NC(=O)C3CC3)c2O[C@H]1CN(C)S(=O)(=O)c1cccs1	3	0	-3	0.4	0	2	-3	3
O=C(NCC[C@@H]1CC[C@@H](NS(=O)(=O)c2cccc(Cl)c2)[C@H](CO)O1)c1cnccn1	3	-2	2	-0.5	-3	-2	-11	-29
CCOC(=O)C1(CCCc2ccccc2)CCN(C(=O)CSC)CC1	1	1	0	0.0	6	3	-7	-5
Cc1ccc(C)c(NC(=O)CSc2c(C)n[nH]c2C)c1	-8	3	7	2.9	10	6	-10	3
O=C(NNC(=O)c1ccccc1Br)c1ccc(Cl)cc1	1	8	2	·	16	-1	-10	13
CC(=O)Nc1cccc(NC(=O)CSc2nc(C)c(C)c(C)c2C#N)c1	-1	·	·	·	-33	3	·	-1
COc1cc(S(=O)(=O)N(Cc2cccnc2)Cc2cccc(OC)c2OC)ccc1-n1cnnn1	-3	1	-9	·	·	0	-10	-9
Cc1onc(-c2ccccc2)c1C(=O)Nc1cccc(C#N)c1	3	3	-3	·	6	-1	-11	-1
COc1cc(C=Cc2nnc3c4ccccc4cnn23)cc(OC)c1OC	3	-2	3	·	14	-3	19	·
CC=Cc1ccc2n(c1=O)C[C@@H]1[C@@H](CO)[C@H](C(=O)N(C)C)[C@H]2N1S(=O)(=O)c1ccccc1C (mixture of isomers)	·	-4	-1	0.1	·	·	-5	·
O=[N+]([O-])c1ccc(S(=O)(=O)Nc2ccc(-c3ccc(N4CCOCC4)nn3)cc2)cc1	·	3	-2	-0.2	8	·	1	12
CC(C)C(=O)Nc1nnc(S(=O)(=O)N2CCCc3ccccc32)s1	2	0	3	0.0	-5	4	-12	-8
CCOC(=O)Cn1nc(-c2ccccc2)c2ccccc2c1=O	8	-1	-1	·	4	-1	5	-38
Cc1nc(-c2nc(CC(=O)NNC(=O)c3ccc(Cl)cc3)cs2)cs1	4	-1	0	·	4	-3	-12	-4
C[C@@H]1CN([C@@H](C)CO)C(=O)c2cc(NC(=O)CCC(F)(F)F)ccc2O[C@@H]1CN(C)Cc1ccc(C(=O)Nc2ccccc2N)cc1	-2	0	3	2.4	-16	-2	0	2
COc1cc(NC(=O)[C@H]2CCCN2S(=O)(=O)c2cccc3cccnc23)cc(OC)c1OC	-2	2	3	5.7	3	-4	0	·
CCOc1ccc(NC(=O)CSc2nnc(C)n2CCCOC)cc1	-7	·	·	·	3	-3	·	-3

A different layout for three compounds above.
Each structure is followed by: RAD54 inh | CASP6 VEID inh | ERp5 block | E-selectin induc | esBAF inh | PglD inh | RAD52 inh | ARNT TACC3 PPI
COc1cc(S(=O)(=O)N(Cc2cccnc2)Cc2cccc(OC)c2OC)ccc1-n1cnnn1
→ -3 | 1 | -9 | · | · | 0 | -10 | -9
Cc1onc(-c2ccccc2)c1C(=O)Nc1cccc(C#N)c1
→ 3 | 3 | -3 | · | 6 | -1 | -11 | -1
COc1cc(C=Cc2nnc3c4ccccc4cnn23)cc(OC)c1OC
→ 3 | -2 | 3 | · | 14 | -3 | 19 | ·

Carrying on.
SMILES	RAD54 inh	CASP6 VEID inh	ERp5 block	E-selectin induc	esBAF inh	PglD inh	RAD52 inh	ARNT TACC3 PPI
COc1cc(CN2C[C@@H](CO)O[C@@H](n3cnc4c(NCCN(C)C)ncnc43)C2)cc(OC)c1OC	-2	31	6	-0.1	-1	-3	-6	·
CCCC#Cc1ccc2c(c1)O[C@@H](CN(C)Cc1cccnc1)[C@H](C)CN([C@@H](C)CO)S2(=O)=O	-5	1	3	0.3	4	5	12	-1
COc1cc(NC(=O)c2cc3c(=O)n(C)c4ccccc4c3n2C)cc(OC)c1OC	-4	-1	5	0.0	-5	-1	-6	·
COc1ccc(S(=O)(=O)Nc2ccc3c(c2)C(=O)N([C@H](C)CO)C[C@H](C)[C@@H](CN(C)Cc2ccc(C(=O)O)cc2)OCCCC[C@H](C)O3)cc1	-4	2	3	0.5	3	1	-10	-4
COc1cccc(CN2CCC2(C)C(=O)Nc2cnc3ccccc3c2)c1F (stereo unspecified)	3	-1	-2	-0.9	11	-5	-16	·
COCCN(CC(=O)Nc1ccccc1C(F)(F)F)C(=O)c1ccc(-n2cccn2)cc1	-7	3	-5	0.0	-5	6	5	-15
CN(CC(=O)N1CC(=O)N(CCc2ccccc2)C(=O)C1)S(=O)(=O)c1cccc2nsnc12	10	0	-3	·	-9	-4	-10	0
CCCNC(=O)N1CC(=O)N2[C@H](C1)[C@@H](c1ccc(-c3ccc(C)cc3)cc1)[C@@H]2CO	·	4	-4	0.6	·	·	-14	·
O=C(C[C@@H]1C=C[C@@H](NC(=O)Nc2ccccc2F)[C@H](CO)O1)NCc1ccc(-c2ccccc2)cc1	4	5	-5	1.8	0	1	16	-21
CCC(C)(C(=O)NC1CCCC1)N(C(=O)CNC(C)=O)c1ccc(C)cc1 (stereo unspecified)	-1	·	·	·	-1	4	·	14
S=C(NCCc1ccccc1)Nc1cnc2ccccc2c1	·	2	-4	5.6	44*	·	-13	-2
